NTR1 agonist = NTR1-driven beta-arrestin-GFP spot formation – imaging, U2OS cells, high content, primary screen (AID 493036); P30989; agonist mode; activation, % at 20 µM; 0.17% of 330,000 active;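 active means activation at or above 40% of the spot to cytoplasm intensity ratio, with at least 20 cells analyzed; inconclusive means wells under 20 cells, flagged as cytotoxic or low count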;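 further: 0% = DMSO without peptide and 100% = 100 nM NTR1 peptide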
Target sequence (P30989 whole entry, looked up): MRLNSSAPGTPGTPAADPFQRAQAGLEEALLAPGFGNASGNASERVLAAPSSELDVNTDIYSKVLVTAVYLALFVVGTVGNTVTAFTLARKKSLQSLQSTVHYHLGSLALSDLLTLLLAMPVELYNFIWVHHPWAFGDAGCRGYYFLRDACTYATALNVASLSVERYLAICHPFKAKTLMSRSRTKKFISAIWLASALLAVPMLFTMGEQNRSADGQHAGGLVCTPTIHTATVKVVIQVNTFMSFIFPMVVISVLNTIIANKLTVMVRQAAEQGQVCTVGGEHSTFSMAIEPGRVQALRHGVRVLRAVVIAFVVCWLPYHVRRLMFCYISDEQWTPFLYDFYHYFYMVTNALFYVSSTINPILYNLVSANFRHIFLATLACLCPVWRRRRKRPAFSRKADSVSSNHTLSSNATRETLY
RSV CPE inhibition = inhibition of RSV-induced cytopathic effect – HEp-2 cells, primary 10 µM value included (AID 2391); 0.13% of 310,000 active; HEp-2 cells, RSV-induced CPE inhibition; higher % means a stronger effect; one-dose CPE inhibition, % at 10 µM; IC50 in µM for titrated hits; in the data active means a potency from the dose series; inconclusive means CPE inhibition mostly from about 23% at the one dose, without a potency; inactive means the rest, 99 in 100 with CPE inhibition below about 21%; further: strong numbers were not always called active
Autophagy mod = alters autophagy in cells; MEF GFP-LC3 puncta imaging; test concentration mostly 10 µM; calls only at 10 µM (by protocol); 0.98% of 190,000 active; AID 463193;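 active means percentage of spot-positive cells more than 3 SD above its plate mean, without a fluorescence outlier flag or 80% toxicity; inconclusive means no clear call, values can overlap the other calls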;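 further: spot-positive cell cutoff set from DMSO-treated cells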
WT yeast gro inh = growth inhibition of WT yeast, mitochondrial fusion screen. 2.1% of 190,000 active. mitochondrial fusion phenotypic screen, WT strain. AID 1362. inhibition, % at 10 µM; in the data active means inhibition above about 58%; tested in S. cerevisiae
UTI89 phage lysis = protection from phage-mediated lysis, alamar blue read-out – E. coli UTI89, K1F phage, bacterial capsule biogenesis inhibitors (AID 488966) | E. coli UTI89 K1F phage lysis, alamar blue, 2 h; higher % means a stronger effect | inhibition, % at 100 µM; hits with a dose series show IC50 in µM | 0.02% of 340,000 active;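 active means phage lysis inhibition, versus mean bacterial control, above a set limit; inconclusive means no clear call, values can overlap the other calls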;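 further: capsule biogenesis inhibitors block K1F phage lysis so surviving cells raise fluorescence; higher fluorescence means more inhibition of phage lysis; actives were called in the ten point dose series up to 300 µM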
Dengue-2 NS5 capping = flavivirus cap methylation enzyme inhibition – biochemical, confirmation dose response, primary screen (AID 588689); 0.3% of 340,000 active; Dengue-2 NS5 methyltransferase capping enzyme assay, biochemical; higher % means a stronger effect; one-dose inhibition, % at 25 µM; IC50 in µM for titrated hits; in the data active means a potency from the dose series; inconclusive means inhibition above about 29% without an active follow-up result
AID2073 = disruptors of CaV2.2 binding to Mint1 – biochemical, HTRF (AID 2073). HTRF protein-protein interaction, Mint1-CaV2.2; higher % means a stronger effect. one-dose inhibition, % at 20 µM; IC50 in µM for titrated hits. 0.19% of 290,000 active; in the data active means inhibition mostly above about 51%, no sharp cut-off; inconclusive means no clear call, values can overlap the other calls; inactive means mostly below about 53%; further: some results filed as inactive read as strong as hits
GPR35 antagonists = GPR35 antagonists blocking zaprinast-driven arrestin recruitment, primary screen, imaging, U2OS, beta-arrestin-GFP, zaprinast agonist (AID 2058); U2OS GPR35 beta-arrestin-GFP translocation imaging, zaprinast antagonism; higher % means a stronger effect; inhibition, % at 10 µM, or IC50 in µM where a hit was titrated; 0.052% of 290,000 active;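 active means inhibition of at least 50% with at least 30 cells and total cytoplasm GFP at most 10,000,000; inconclusive means under 30 cells or total GFP of 10,000,000 plus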
LYP phosphatase = PTPN22 lymphoid phosphatase activity blockers – biochemical, fluorescence intensity, uHTS (AID 1779). recombinant LYP phosphatase, fluorescence intensity; higher % means a stronger effect. inhibition, % at 11.5 µM; hits with a dose series show IC50 in µM. 0.054% of 290,000 active; in the data active means inhibition above about 50%;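 further: plate controls were vehicle with enzyme for no effect and no enzyme for full effect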
WT yeast gro inh mutant strain = further read-out of WT yeast gro inh, marked with its call; inhibition, %; mitochondrial fusion phenotypic screen, mutant strain inhibition
Autophagy mod cell loss 18 h = recorded beside Autophagy mod, whose call it bears; toxicity, %; measured here: cell loss, nuclei count;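 cell loss after 18 h compound exposure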
NTR1 agonist cell count 20 µM = also measured in NTR1 agonist; calls as there; cell count; measured here: cell count, cytotoxicity flag
Dengue-2 NS5 capping pilot replicate = also measured in Dengue-2 NS5 capping; calls as there; inhibition, %; measured here: pilot screen replicate inhibition
* = called active by the depositor; i = inactive; ? = inconclusive; · = no result given; [ ] = another dose, or the depositor's remark. An unsorted share of the library; about 2.6% have a hit in one of these screens.

SMILES | NTR1 agonist | NTR1 agonist cell count 20 µM | RSV CPE inhibition | Autophagy mod | Autophagy mod cell loss 18 h | WT yeast gro inh | WT yeast gro inh mutant strain | UTI89 phage lysis | Dengue-2 NS5 capping | AID2073 | GPR35 antagonists | LYP phosphatase | others
CN1CCCC(OC(=O)COc2ccc(Br)cc2)C1 (stereo not given) | 1.6 | 47 | 0.2% | i | -4 | -19 | -18 | 1.8% | 1% | -7% | 7% | -4%
Cc1cc(=O)n2nc(N3CCCC(C(=O)Nc4ccc(C)c(C)c4)C3)sc2n1 (stereo not given) | 4.8 | 77 | 1.1% | · | · | · | · | 0.1% | -3% | 0% | 5% | 2%
COc1ccc(N(CC(=O)Nc2nc3ccc(C)cc3s2)S(=O)(=O)c2c(C)nn(C)c2C)cc1 | -3.1 | 80 | 5.8% | i | 5 | 52 | 16 | -0.7% | -1% | -8% | 10% | 6%
NC(=O)COC(=O)c1cccc(S(=O)(=O)N2CCCc3ccccc32)c1 | 0.0 | 32 | -1.6% | i | -1 | -5 | -13 | -0.4% | -4% | -3% | -4% | -5%
Cc1ccc(NC(=O)NCCCN2CCCC2=O)c(C)c1 | 0.0 | 60 | 1.6% | · | · | · | · | -0.2% | 1% | 3% | -8% | -3%
CC(=O)Nc1ccc(NC(=O)COC(=O)c2c(-c3ccccc3)noc2C)cc1 | -0.8 | 74 | 0.0% | · | · | · | · | 0.5%[50 µM] | -1% | · | · | ·
C#CCOCCOCCOCCNc1nc(N2CCN(C(=O)[C@H](C(C)C)n3cc(CCO)nn3)CC2)nc(N2CCN(C(=O)[C@H](CCCCN)n3cc(CCCC)nn3)CC2)n1 | -4.6 | 86 | 2.0% | i | -18 | -8 | 6 | -1.7% | 2% | 15% | -5% | 1%
NS(=O)(=O)c1ccc(NC(=O)CN2CCCc3ccccc32)cc1 | 0.6 | 38 | 2.0% | · | · | · | · | 0.9% | ? | 6% | 8% | -7%
CCCOc1ccc(CNCCCOCC)cc1OC | 1.4 | 51 | 0.7% | i | -3 | -1 | 5 | 0.2% | 5% | 13% | 8% | -6%
COc1cc(/C=N/NC2=NCCCCC2)ccc1O | -0.3 | 56 | -0.6% | · | · | · | · | -0.3% | -2% | 5% | 8% | -5%
Cn1c(=O)[nH]c(=O)c2c1nc(CN1CCOCC1)n2Cc1ccccc1 | -0.6 | 50 | 0.0% | i | 18 | 0 | -3 | 6.2% | 5% | -4% | 13% | -5%
C/C(=N\N=C1\NC(=O)CC(C(=O)O)S1)c1cccs1 (stereo not given) | -1.1 | 62 | 1.1% | i | 3 | 6 | 1 | -0.9% | 1% | 12% | 16% | 8%
NC(=O)c1cnn2c(-c3cccc(C(F)(F)F)c3)ccnc12 | 1.8 | 51 | 1.6% | · | · | · | · | · | · | 25% | 2% | -5%
Cc1nc2c(ncn2-c2ccccc2)c(=O)n1NC(=O)CN1CCCCC1 | 0.6 | 60 | 1.9% | · | · | · | · | 1.3% | 1% | -11% | -4% | -9%
Cc1ccc(N(CC(=O)NC2CCCCC2)S(=O)(=O)c2c(C)nn(C)c2C)cc1 | 1.6 | 54 | 0.2% | · | · | · | · | 0.2% | -7% | 3% | -7% | -9%
CC(C)c1ccc(CNC(=O)CCc2ccccc2)cc1 | 1.0 | 39 | -0.3% | i | -18 | 10 | 18 | -2.1% | -8% | 0% | 12% | 2%
COc1ccc2cc(-c3ccccc3)ncc2c1 | 0.1 | 75 | 15% | · | · | · | · | 1.6% | -5% | -5% | -5% | -10%
CCCCC(=O)Nc1ccc(NC(=O)c2cccs2)cn1 | -0.9 | 64 | 5.7% | i | -3 | -2 | 2 | 0.6% | 2% | · | · | ·
COc1ccc(-c2c(S(=O)(=O)c3ccccc3)cnn2-c2ccccc2)cc1 | -4.4 | 91 | 4.0% | i | 24 | 6 | 11 | -0.5% | -6% | 11% | 8% | -9% | Dengue-2 NS5 capping pilot replicate=0.9
COc1cccc(N2CC(C(=O)Oc3ccc4ccccc4c3)CC2=O)c1 (stereo not given) | 13 | 84 | 2.7% | i | 28 | 6 | 22 | -0.4% | -16% | -1% | 6% | 5% | Dengue-2 NS5 capping pilot replicate=-3.6
CCCCN(CC)CCCNC(=O)CC1Oc2ccccc2NC1=O (stereo not given) | 2.1 | 72 | -0.9% | i | 8 | 15 | -7 | -0.3% | 2% | 9% | 13% | -8%
Cc1ccc(S(=O)(=O)NCc2ccc(/C=C(/C#N)C(=O)NCc3ccccc3)o2)cc1 | -1.9 | 64 | 1.8% | i | 12 | -16 | 10 | 0.6% | -4% | -15% | 2% | 0%
COc1cc(CN(C)CC2CCCN(CCc3cccc(C(F)(F)F)c3)C2)ccc1O (stereo not given) | 2.9 | 67 | -0.7% | · | · | · | · | 0.7% | -11% | 1% | 5% | -9%
CCOC(=O)N1CCN(CCC(=O)Nc2ccccc2)CC1 | 0.0 | 71 | 0.2% | · | · | · | · | 0.1% | -4% | -2% | -5% | -7% | Dengue-2 NS5 capping pilot replicate=-3.7
CCN(C(=O)c1cn(C)c(=O)c2cc(OC)c(OC)cc12)c1cc(C)ccc1C | -0.4 | 58 | 1.6% | i | 8 | -13 | -12 | 2.4% | -3% | 6% | -10% | -5%
COc1ccc(NC(=O)COC(=O)c2ccc(OCc3c(C)noc3C)cc2)cc1OC | -0.7 | 83 | 1.0% | i | -6 | 0 | -62 | 1.1% | -5% | -12% | 27% | 0% | Dengue-2 NS5 capping pilot replicate=-3.0
CSc1ccccc1NC(=O)CN(C)CC(=O)Nc1ccc(Cl)cc1[N+](=O)[O-] | -0.2 | 62 | 12% | i | 1 | 70* | 22* | -0.1% | 1% | 18% | -7% | 0%
O=C1CCN(Cc2ccccc2)CCN1[C@H](COc1ccccc1)Cc1ccccc1 | 5.6 | 97 | -1.2% | · | · | · | · | 0.3% | -8% | 14% | 6% | -12%
COc1ccc(S(=O)(=O)CCc2nnc(NC(=O)c3cccs3)s2)cc1 | 3.8 | 67 | 2.7% | i | 15 | -5 | -38 | 0.2% | -6% | 6% | 5% | -5%
CCOc1cc(C(=O)Nc2ccc(C)cc2O)ccc1OCC(=O)N1CCOCC1 | 1.2 | 49 | 1.3% | · | · | · | · | 0.6%[50 µM] | -12% | · | · | ·
COc1ccc(Cl)cc1NC(=O)Nn1cnnc1 | 2.3 | 78 | -0.8% | i | 4 | -4 | -15 | 1.2% | -5% | 3% | -11% | -1% | Dengue-2 NS5 capping pilot replicate=-0.6
COc1cc(C(=O)OCC(=O)NCC2CCCCC2)ccc1OCC(C)C | -0.6 | 64 | 0.0% | · | · | · | · | 1.0%[50 µM] | 4% | · | · | ·
CC(C1CC1)N(Cc1ccccc1)C(=S)Nc1cccc(C(F)(F)F)c1 (stereo not given) | 4.8 | 53 | 10% | i | 7 | 76* | 42* | -0.5%[50 µM] | 3% | -20% | 7% | -1%
COc1cccc(-n2cn[nH]c2=S)c1 | 0.6 | 45 | 0.6% | i | -32 | 9 | 5 | 0.9% | -7% | -5% | 13% | -9%
COc1cc2c(cc1OC)CN(Cc1cc(OC)c3c(c1)OCO3)CC2 | 0.9 | 94 | 1.3% | · | · | · | · | 0.1% | -3% | 12% | -5% | -4%
CC(C)OCCCNC(=S)Nc1ccc(S(N)(=O)=O)cc1 | 2.3 | 52 | 0.5% | i | -1 | -10 | -14 | -4.4% | -15% | 22% | -2% | 10%
COc1cccc(-c2csc(NC(C)=O)n2)c1 | 0.5 | 49 | 2.5% | i | 10 | 5 | 13 | 6.8% | -2% | -12% | 19% | -3%
O=[N+]([O-])c1ccc(N2CCN(S(=O)(=O)c3ccccc3[N+](=O)[O-])CC2)cc1N1CCc2ccccc2C1 | 0.9 | 36 | 4.3% | i | -2 | 24 | 1 | 0.1% | 4% | 15% | 7% | 7%
Cc1ccc(CNC(=O)c2nnn(CC(=O)Nc3cc(C)cc(C)c3)c2N)cc1 | 1.5 | 68 | 3.7% | · | · | · | · | 0.6% | -9% | 20% | 21% | 0%
COc1ccc(S(=O)(=O)N2CN(Cc3ccco3)c3nc4ccccc4nc32)cc1 | 2.0 | 61 | 3.3% | i | 2 | 4 | 2 | 1.8% | 17% | 2% | -1% | 5%
COc1ccc(NC(=O)NCc2ccco2)c(OC)c1 | 0.3 | 92 | -0.1% | i | -19 | 20 | 4 | 0.2% | -1% | -5% | -9% | -5%
CC(C)(C)c1ccc(C(=O)N2CCC(C(=O)NC3CCCCCC3)CC2)cc1 | 1.0 | 53 | 42% | · | · | · | · | 0.0% | -10% | -4% | 2% | 0%
COCc1cc(N2CCOCC2)nc(-c2ccccc2)n1 | -0.1 | 30 | 1.6% | i | -3 | -10 | -21 | 1.6% | 2% | ? | -16% | -3%
COC(=O)c1ccc(NC2=CC(=O)CC(C)(C)C2)cc1 | -1.3 | 31 | 3.2% | i | 2 | 4 | 10 | 0.4% | -2% | -6% | 4% | 3%
COc1cc(/C=C2\SC(=Nc3ccccc3OC)NC2=O)ccc1O | -0.4 | 68 | 5.0% | · | · | · | · | -0.2% | -40% | 3% | -7% | -3% | Dengue-2 NS5 capping pilot replicate=-15
CSc1nc(N)c(C#N)c(-c2ccc(Cl)cc2)c1C#N | 11 | 57 | 15% | i | 7 | 11 | 20 | 0.6% | -2% | 4% | 0% | -1%
c1ccc(OCCOc2ncnc3ccccc23)cc1 | 1.1 | 50 | 2.3% | i | -4 | -4 | 9 | 4.9% | 1% | -12% | 10% | -1%
COc1ccc(N2C(=O)CC(N(Cc3ccco3)C(=O)CCC(=O)O)C2=O)cc1 (stereo not given) | 2.8 | 37 | 0.9% | i | -15 | -5 | -23 | -0.1% | 4% | 2% | 6% | -1%
Cc1cccc(NNC(=S)Nc2c(C)cccc2C)c1 | 0.8 | 62 | 10.0% | · | · | · | · | -0.4% | -4% | -14% | 10% | -1%
Cc1ccc(/C=N/n2c(COc3ccccc3)n[nH]c2=S)s1 | 2.3 | 66 | 8.9% | i | 10 | 49 | 41 | 0.7% | -11% | -38% | -14% | -6% | Dengue-2 NS5 capping pilot replicate=0.6
Cc1c(NC(=O)c2ccc3ncccc3c2)c(=O)n(-c2ccccc2)n1C | 3.9 | 76 | 1.9% | i | -5 | -19 | -27 | -4.8% | -7% | 2% | -11% | -10%

Screens deposited in PubChem by several laboratories.
